XBP1 UPR activ – adaptive UPR (XBP1) activation; activation, % at 20 µM; AID 463104; CHO-XBP1 luciferase reporter, IRE1-XBP1 UPR activation, luminescence; percent of tunicamycin response, DMSO as zero; hit rate 0.33% among 330,000;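 active = versus positive control, 20 µM dose yields 30% or more activation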;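 note: 100% = tunicamycin at 10 µg/mL and 0% = DMSO only wells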
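Test system: CHO-XBP1 luciferase reporter cells | Buffer or medium: Serum-containing F12 medium, 10% FBS | Schedule: 6 h compound exposure at 37 °C, 5% CO2 | Detection: Steady-Glo luciferase glow luminescence, 10 min after reagent addition | Read-out basis: Activation, % of tunicamycin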
Jurkat NFkB inh – inhibitors of the PMA/ionomycin-induced NF-kB reporter in Jurkat cells; hit rate 0.53% among 330,000; AID 435003; inhibition, % at 4 µM; PMA/ionomycin-induced NF-kB luciferase reporter, luminescence; in the data active = inhibition above about 50%
CCR6 antagonist – blocks CCL20-driven beta-arrestin recruitment at human CCR6; AID 493098; P51684; hit rate 0.49% among 340,000; inhibition, % at 20 µM; CHO-K1 CCR6 PathHunter beta-arrestin, luminescence, CCL20-stimulated;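 active = compounds whose inhibition of the agonist-driven luminescence signal at 20 µM reaches about 50%, limit read from the data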;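 note: cells stimulated with CCL20 at 14 nM final; plate controls were DMSO with CCL20 for no effect and DMSO without agonist for full effect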
Target sequence (P51684 whole entry, looked up): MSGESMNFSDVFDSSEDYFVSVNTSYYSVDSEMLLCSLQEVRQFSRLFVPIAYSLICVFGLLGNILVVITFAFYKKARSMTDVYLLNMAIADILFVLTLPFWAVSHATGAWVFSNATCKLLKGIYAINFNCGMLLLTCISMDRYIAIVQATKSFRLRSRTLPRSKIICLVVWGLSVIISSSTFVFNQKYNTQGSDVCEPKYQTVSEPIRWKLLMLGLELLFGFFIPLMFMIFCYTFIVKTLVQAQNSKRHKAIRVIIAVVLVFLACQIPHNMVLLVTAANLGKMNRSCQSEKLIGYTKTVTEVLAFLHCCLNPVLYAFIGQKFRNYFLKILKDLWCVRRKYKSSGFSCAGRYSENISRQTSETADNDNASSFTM
697 NFkB inh – lowers PMA/ionomycin-induced NF-kB signal in 697 B cells; inhibition, % at 4 µM; hit rate 0.33% among 330,000; 697 B-cell NF-kB luciferase reporter, 16 h; AID 435022; in the data active = inhibition above about 35%
Gli-Sufu block – Gli-Sufu pathway antagonism. inhibition, % at 5 µM. hit rate 0.74% among 340,000. Sufu-KO-LIGHT fibroblasts, Gli luciferase reporter luminescence;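 active = inhibition above about 55%, limit read from the data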;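 note: 0% = DMSO-treated cells and 100% = wells with medium but no cells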
CXCR6 block – inhibitors of human CXCR6 receptor. inhibition, % at 20 µM. AID 602244. CHO-K1 PathHunter CXCR6 beta-arrestin, luminescence. hit rate 0.36% among 360,000. O00574; in the data active = inhibition above about 34%, passing the limit was not always enough;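 note: antagonist mode with CXCL16 agonist at 10 nM final; 0% = 10 nM CXCL16 with DMSO and 100% = unstimulated wells without agonist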
Target sequence (O00574 whole entry, looked up): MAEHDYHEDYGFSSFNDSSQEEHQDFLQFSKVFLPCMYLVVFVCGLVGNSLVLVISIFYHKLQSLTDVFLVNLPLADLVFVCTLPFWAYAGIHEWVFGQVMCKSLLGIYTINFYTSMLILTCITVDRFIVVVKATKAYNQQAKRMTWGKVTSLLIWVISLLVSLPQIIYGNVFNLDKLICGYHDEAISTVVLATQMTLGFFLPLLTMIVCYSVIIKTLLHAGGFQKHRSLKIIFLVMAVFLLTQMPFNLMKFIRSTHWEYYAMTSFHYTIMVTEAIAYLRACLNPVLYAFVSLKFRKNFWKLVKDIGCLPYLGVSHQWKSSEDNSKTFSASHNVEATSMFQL
EBI2 block – antagonists of human EBI2 receptor. P32249. EBI2 beta-arrestin recruitment, luminescence, 7a,25-OHC stimulated. inhibition, % at 5 µM. hit rate 0.81% among 360,000; in the data active = inhibition above about 38%;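 note: enzyme fragment complementation signal reports receptor beta-arrestin coupling in cells; 0% = agonist plus DMSO wells and 100% = wells without agonist; some results beyond the cut were filed as inactive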
Target sequence (P32249 whole entry, looked up, the tested form may be a part): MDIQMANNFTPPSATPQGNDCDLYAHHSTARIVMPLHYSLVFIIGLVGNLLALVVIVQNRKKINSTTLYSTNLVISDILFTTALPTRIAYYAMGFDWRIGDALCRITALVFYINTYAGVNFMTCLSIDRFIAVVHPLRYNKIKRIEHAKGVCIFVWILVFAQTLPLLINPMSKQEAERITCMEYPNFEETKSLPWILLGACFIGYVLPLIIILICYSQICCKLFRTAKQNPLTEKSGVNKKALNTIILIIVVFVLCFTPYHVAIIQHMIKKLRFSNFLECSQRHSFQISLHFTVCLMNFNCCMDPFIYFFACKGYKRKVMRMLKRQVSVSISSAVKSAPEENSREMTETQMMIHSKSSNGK
UPR CHOP act – activators of apoptotic arm of unfolded protein response (CHOP); CHO-CHOP luciferase reporter, UPR activation, luminescence; percent of tunicamycin response over DMSO baseline; activation, % at 10 µM; hit rate 0.34% among 330,000;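 active = at 10 µM dose, activation of 40% or more, normalized to positive control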;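 note: 100% = tunicamycin at 10 µg/mL and 0% = DMSO alone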
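System: CHO-CHOP luciferase reporter cell line; amount: 500 cells/well; buffer or medium: F12 medium containing 10% fetal bovine serum; incubation: 6 h compound exposure at 37 °C after overnight seeding; measured by: luciferase luminescence after 10 min with Steady-Glo reagent; evaluation: % reporter activation, DMSO baseline versus tunicamycin full activation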
Mdm2 MdmX PPI – disrupts the human Mdm2-MdmX interaction; O15151+Q00987; SaOS-2 split-luciferase Mdm2/MdmX complementation, luminescence; inhibition, % at 8 µM; hit rate 3% among 330,000; AID 485346;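 active = inhibition of at least 50% at 8 µM in the primary screen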
* hit, by the source's call; . = no result given.

SMILES	XBP1 UPR activ	Jurkat NFkB inh	CCR6 antagonist	697 NFkB inh	Gli-Sufu block	CXCR6 block	EBI2 block	UPR CHOP act	Mdm2 MdmX PPI
O=C(CSc1nc(-c2ccccc2)c(-c2ccccc2)[nH]1)NCC1CCCO1 (stereo unspecified)	-2	6	13	8	-2	-4	-12	1.8	-8
CC(C)[C@@H]1COC(c2cccc(C3=N[C@H](C(C)C)CO3)n2)=N1	0	16	7	-3	0	-3	3	-0.9	1
C=CCNC(=O)c1c(Br)cnn1-c1ccc(C)cc1	4	-60	16	-69	-68	4	6	1.7	-71
CCCCNC(=O)C1CC(=O)N(C2CCCC2)C1 (stereo unspecified)	-2	8	-2	13	5	8	-15	-1.5	-6
O=C(CCNS(=O)(=O)c1ccc(OC(F)(F)F)cc1)N1CCCC1	-1	5	0	4	6	-5	-3	0.1	5
Cc1cccc(NC(=O)c2cnn3ccccc23)c1C	0	-41	7	-21	-20	-3	-8	2.4	7
CC(=O)Nc1ccc(S(=O)(=O)N2CCSC2)cc1	-2	5	0	1	3	-8	0	0.9	5
Nc1c(C(=O)Nc2ccc3c(c2)OCCO3)nnn1Cc1ccc(F)cc1	4	-71	-5	-89	-58	1	5	3.9	-49
O=C(O)c1ccccc1S(=O)CCO (stereo unspecified)	-3	-5	2	9	-17	-11	-2	-0.9	-24
COc1ccc(CCN(C)C2CCCN(S(=O)(=O)C(C)C)C2)cc1OC (stereo unspecified)	0	-9	-8	-3	.	-2	-7	-0.7	4
COc1ccc2occ(NC(C)=O)c2c1	-2	-2	-6	10	-7	0	6	-1.9	20
Clc1cccc(N2CCN(c3ncnc4nc[nH]c34)CC2)c1	1	-2	-1	-12	3	-3	16	12	24
Cc1ccc(CSc2nnc(-c3cccc4ccccc34)o2)cc1	-1	7	16	-10	-2	4	1	1.3	0
COc1ccccc1/C=C/C=N/n1c(-c2ccc(C)cc2)n[nH]c1=S	3	-5	-4	-16	1	11	-7	4.0	7
CCOC(=O)c1c(C)[nH]c(C2=NNC(=Nc3cccc(Cl)c3)SC2)c1C	4	12	.	1	.	.	.	7.0	18
CC(C)c1cc2cc3ccc(=O)oc3cc2o1	0	-35	12	-49	-23	-7	0	5.7	-1
CCCN(CC(=O)Nc1ccccc1C)C(=O)C1CC(=O)N(c2cccc(C)c2C)C1 (stereo unspecified)	-4	-1	4	22	-2	-6	-7	-0.3	2
O=C(NC1CCCCCC1)c1ccc(CS(=O)Cc2cccc(Cl)c2)o1 (stereo unspecified)	-10	-8	9	10	3	0	-6	-0.3	5
O=C(O)CCc1ccc(S(=O)(=O)N2CCOCC2)cc1	0	-3	-9	15	-2	-4	-1	-2.1	-13
O=c1cc[nH]c2c1ccc1c(=O)cc[nH]c12	-3	3	-3	-9	25	-14	-1	5.1	19
O=C(c1cccc(S(=O)(=O)N2CCCCC2)c1)N1CCCCC1	-4	0	1	-6	-6	2	-5	-0.3	0
COC(=O)c1ccc(CSc2nc3c(c(=O)n2-c2ccc(C)cc2)SCC3)o1	4	15	31	-2	3	7	12	-0.2	-13
O=C(CSc1ncn(-c2ccccc2)n1)NCc1ccccc1	-2	-16	-23	-1	5	-5	2	-1.8	3
COC(=O)c1ccc(OC)c(CN2CCCN(Cc3cc(C)ccc3C)S2(=O)=O)c1	-3	8	26	-3	-1	7	23	0.1	13
COc1ccccc1CNS(=O)(=O)c1ccc2c(c1)CC(C)N2C(=O)C1CC1 (stereo unspecified)	-3	16	11	-17	37	-6	1	-0.3	35
CCN(CC)C(=O)CSc1nc(-c2ccccc2)cc(=O)[nH]1	-2	6	3	29	.	0	-8	-0.3	-6
O=C(Nc1nnc(-c2ccco2)o1)c1ccc(Cl)s1	-3	-17	-4	-25	-21	11	-6	0.5	18
Cc1ccc(N2CC(C(N)=O)CC2=O)cc1C (stereo unspecified)	2	-9	2	-2	-3	3	2	0.9	2
Cc1cc(OCC(=O)Nc2cc(-c3nn4c(C)nnc4s3)ccc2C)ccc1Cl	0	35	14	-7	-2	-2	-3	4.6	-3
COc1cccc2cc(C(=O)N(C)C)c(=O)oc12	1	4	14	19	-1	-5	-10	-0.9	14
Cc1nc(C)c(-c2csc(N)n2)s1	-1	-10	-2	13	-4	-5	4	1.6	-5
Cc1ccc(OCC(=O)Nc2cccc3nsnc23)c(C)c1	-4	-12	-13	8	3	-4	-2	1.2	6
CC(=O)Nc1ccc2oc(-c3ccccc3Br)nc2c1	-1	-118	27	-142	-108	0	-7	4.0	-156
Cc1nn(C)c(=O)n1-c1ccc(Oc2ccccc2)cc1	3	12	7	14	-3	-2	10	1.0	15
O=C1Nc2ccccc2C1Cc1ccc(OC(F)(F)F)cc1 (stereo unspecified)	-2	-15	4	3	-10	2	2	1.0	-5
O=C(Nc1ccc(Br)cc1)C1CCCN(S(=O)(=O)c2cccnc2)C1 (stereo unspecified)	-5	-3	11	21	1	-4	1	0.1	18
CCCC(=O)NCCc1ccc(S(N)(=O)=O)cc1	2	2	-1	14	-3	3	-4	-2.4	20
COC(=O)[C@@H]1C[C@@]2(Br)c3ccccc3N(S(=O)(=O)c3ccccc3)[C@H]2N1C(=O)OC	3	21	8	20	-9	5	1	-0.5	16
CCOc1ccc(C(=O)Nc2ccc(N3CCN(C(C)=O)CC3)cc2)cc1[N+](=O)[O-]	6	14	13	8	5	-13	-12	-0.3	-5
O=C1NC2(CCCCC2)C(=O)N1Cc1ccc([N+](=O)[O-])cc1	0	4	11	11	5	4	9	1.2	31
NC1=NC(=O)C(Cc2cccc(Cl)c2Cl)S1 (stereo unspecified)	0	-4	-8	-23	-28	-3	1	-0.4	-11
O=C(NC(=S)NCc1ccccc1)c1ccccc1	7	-10	4	-11	-6	-1	2	-3.2	5
O=C(Nc1nc(-c2cccs2)cs1)c1ccco1	8	-49	5	-19	-39	-3	0	4.8	-111
COc1ccc(/C=C(\C#N)c2nc3ccc(C)cc3[nH]2)cc1Oc1ccc(C(F)(F)F)cc1[N+](=O)[O-]	14	3	14	-39	5	0	22	9.3	83*
Cc1cc(NC(=O)c2ccoc2C)no1	0	2	9	-25	2	-7	0	11	8
Nc1c(-c2ccccc2)c(CN2CCOCC2)nn1-c1ccc(F)cc1	0	0	3	11	-2	25	-5	-1.8	5
NS(=O)(=O)c1ccc(Nc2nc(-c3ccc4ccccc4c3)cs2)cc1	8	1	-15	-9	12	-8	13	5.9	8
Cc1ccc(O)c(NC(=O)Cc2ccc3ccccc3c2)c1	-1	74*	13	-23	28	1	-9	0.5	5
O=C(NNc1ccc(-c2csnn2)cc1)c1ccccc1C(F)(F)F	2	0	-3	10	5	-26	-1	-1.3	9
COc1cccc(CN(C)Cc2nc3cc(C(F)(F)F)ccc3c(=O)[nH]2)c1	4	-6	2	0	2	-2	1	-1.7	27
O=C(NNc1nccc(C(F)(F)F)n1)Nc1cccc(Cl)c1	3	7	3	12	0	1	-10	2.3	-14
Cc1ccc(OCC(=O)NCCC2=CCCCC2)cc1	0	4	-2	-5	-4	6	5	-0.2	1
COC(=O)c1c(C)[nH]c(C(=O)/C=C/c2ccc(C)cc2)c1C	-4	-13	1	-28	14	2	-2	-0.1	14
CN(C)/C=N/c1sc2c(c1C#N)CCCC2	2	-39	5	-3	-13	-5	-11	1.4	-13
COc1ccc(N2CCN(C(=S)Nc3ccccc3)CC2)cc1	-5	-19	-3	-9	-5	7	0	-1.1	0
CNCc1ccccc1Sc1cccc(O)c1	-1	-1	13	3	-3	-9	-9	4.2	-6
Oc1[nH]c2ccccc2c1N=Nc1c(F)c(F)c(F)c(F)c1F	.	.	11	.	-25	7	8	.	.
CCN(CC(=O)NC(C)C)Cc1nc2sc3c(c2c(=O)[nH]1)CCC3	0	5	8	15	-32	-3	-6	-0.6	23
CCOC(=O)c1cc2cc(OC)ccc2nc1C	2	3	-6	-26	8	5	1	1.6	-2
O=P(O)(CCCP(=O)(O)CCc1ccccc1)CCc1ccccc1	-2	0	3	3	-2	-6	-4	-3.0	1

Going on with the list.
SMILES	XBP1 UPR activ	Jurkat NFkB inh	CCR6 antagonist	697 NFkB inh	Gli-Sufu block	CXCR6 block	EBI2 block	UPR CHOP act	Mdm2 MdmX PPI
COc1ccc(-c2cc(C(=O)Oc3ccc([N+](=O)[O-])cc3)c3ccccc3n2)cc1	4	-8	27	-25	-18	15	-10	18	0
CC(=NCc1ccco1)c1c(O)n(C2CCCCC2)c(=O)[nH]c1=O	0	-3	32	-17	0	0	0	-3.0	7
O=C(O)C1=CCNCC1	-4	5	9	8	1	1	-5	0.3	15
CCc1c(C)nc2nc(NC(C)=O)[nH]n2c1=O	-1	-7	3	-6	3	2	2	-0.5	10
CCOc1ccc(-c2csc(N)c2C(=O)OC)cc1	0	16	8	0	-10	2	-13	0.3	9
Cn1nc([N+](=O)[O-])c(C(C#N)c2nc3ccccc3n2C)c(Cl)c1=O (stereo unspecified)	-2	4	21	1	-1	32	17	-1.3	36
Cc1c(NC(=O)C2CC(c3c(F)cccc3Cl)=NO2)c(=O)n(-c2ccccc2)n1C (stereo unspecified)	-3	0	-4	-18	-5	-4	0	-1.3	6
O=C(Nc1c2c(nn1-c1ccc(F)cc1)CS(=O)(=O)C2)c1ccc(Br)o1	-6	14	17	-9	-13	10	-1	-2.2	-30
O=C(C1=C[C@H](C2CC2)C[C@H](OCc2ccc(CO)cc2)O1)N1CCN(Cc2ccc3c(c2)OCO3)CC1	-3	16	6	14	2	4	0	0.9	14
COc1ccc(-n2c(SCC(=O)NC3CC3)nc3ccccc3c2=O)cc1OC	-1	8	3	-3	4	6	0	-2.1	11
O=C(N[C@@H]1c2ccccc2CC[C@@H]1OCc1ccccc1)c1ccc(-c2ccccc2)cc1	6	.	9	21	6	2	24	1.5	34
COc1ccc(/C=C2\CC/C(=C\c3ccc(OC)c(OC)c3)C2=O)cc1OC	0	-2	15	-18	-15	-5	13	3.1	20
COc1ccc(/C=C/C(=O)OCC(=O)NC2CCCCCCC2)cc1	-1	-7	9	23	-2	7	29	0.3	10
COc1ccc(OC)c(/C=C2\Oc3cc(OCC(=O)N4CCC(C(=O)O)CC4)ccc3C2=O)c1	-5	7	9	20	-4	5	4	0.0	23
CC(C)(C)n1ncc2c(=O)n(Cc3c(F)cccc3Cl)cnc21	-2	-15	14	-30	4	-3	11	-5.0	17
COc1ccc(OC)c(Nc2nc(-c3c(C)nc4ncccn34)cs2)c1	14	9	12	16	38	-6	1	-1.1	76*
CC(NC(=O)c1cc(S(=O)(=O)N2CCCC2)ccc1Cl)c1ccccn1 (stereo unspecified)	-2	-16	-2	-8	6	-7	-1	-1.0	-8

Shown with values under each structure: part of the list above
Value order: XBP1 UPR activ | Jurkat NFkB inh | CCR6 antagonist | 697 NFkB inh | Gli-Sufu block | CXCR6 block | EBI2 block | UPR CHOP act | Mdm2 MdmX PPI
COc1ccc(/C=C/C(=O)OCC(=O)NC2CCCCCCC2)cc1
  -1 | -7 | 9 | 23 | -2 | 7 | 29 | 0.3 | 10
COc1ccc(OC)c(/C=C2\Oc3cc(OCC(=O)N4CCC(C(=O)O)CC4)ccc3C2=O)c1
  -5 | 7 | 9 | 20 | -4 | 5 | 4 | 0.0 | 23
CC(C)(C)n1ncc2c(=O)n(Cc3c(F)cccc3Cl)cnc21
  -2 | -15 | 14 | -30 | 4 | -3 | 11 | -5.0 | 17
COc1ccc(OC)c(Nc2nc(-c3c(C)nc4ncccn34)cs2)c1
  14 | 9 | 12 | 16 | 38 | -6 | 1 | -1.1 | 76*

Screening results as filed in PubChem BioAssay.

Not a hit list; about 5% have a hit in one of these screens.
